# dFosB activator = enhances mouse delta FosB homodimer DNA binding. P13346. purified delta FosB, TAMRA-CDK5 oligo fluorescence polarization; percent of positive-control signal above neutral wells. actives 0.99% (n = 340,000). AID 493131. activation, % at 25 µM;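 active = mean activation above about 17%, with every replicate also reaching it, limit read from the data, passing the limit was not always enough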;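 note: fluorescence polarization rise as delta FosB binds a TAMRA Cdk5 AP-1 oligo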
# Target sequence (P13346 whole entry, looked up): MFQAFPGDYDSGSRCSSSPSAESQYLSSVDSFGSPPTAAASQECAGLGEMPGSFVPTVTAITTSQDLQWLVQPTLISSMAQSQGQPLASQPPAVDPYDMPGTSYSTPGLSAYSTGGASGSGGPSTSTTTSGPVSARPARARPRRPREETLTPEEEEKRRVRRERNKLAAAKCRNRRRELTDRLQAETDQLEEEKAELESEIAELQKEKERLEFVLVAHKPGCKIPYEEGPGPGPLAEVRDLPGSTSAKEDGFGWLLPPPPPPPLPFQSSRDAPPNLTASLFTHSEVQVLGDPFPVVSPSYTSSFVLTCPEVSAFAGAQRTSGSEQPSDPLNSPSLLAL
# PvdQ acylase = blocks Pseudomonas aeruginosa PvdQ acylase activity; purified PvdQ acylase, fluorescence plate reader; actives 0.063% (n = 340,000); AID 488965; inhibition, % at 10 µM; in the data active = inhibition above about 30%, passing the limit was not always enough;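 note: 0% = vehicle neutral wells and 100% = reference inhibitor wells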
# NSD2 HMT inh = blocks human histone methyltransferase NSD2; O96028; NSD2 peptide methylation, AlphaScreen, 120 min; inhibition, % at 12.5 µM; actives 0.54% (n = 310,000); in the data active = inhibition above about 50%
# Rtt109 HAT inh = inhibitors of Candida albicans Rtt109/Vps75 histone acetyltransferase; Q5AAJ8; purified Rtt109/Vps75, ThioGlo CoA-SH fluorescence, 4 h; inhibition, % at 34.9 µM; actives 0.16% (n = 330,000);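 active = inhibition of at least 50% in every replicate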
# RTF Ca sens inh = cardiac RTF calcium desensitization | P19429+P45379 | AID 493244 | inhibition, % at 7.15 µM | IANBD-labeled cardiac RTF, Ca2+ fluorescence | actives 0.12% (n = 340,000);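 active = inhibition above the mean inhibition of all tested compounds plus 3 SD, cut at about 17% in these data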;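 note: assay run at fixed EC70 calcium of 1.6 mM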
# PfHsp90 set2 = reduces growth (ATP signal) of yeast expressing P. falciparum Hsp90; inhibition, % at 9.4 µM; S. cerevisiae expressing PfHsp90, BacTiter-Glo ATP, 48 h; yeast lacking PDR1 and PDR3 efflux regulators; actives 0.32% (n = 310,000);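 active = every replicate shows inhibition above about 80%, whatever the replicate mean, limit read from the data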;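 note: 0% = DMSO neutral controls and 100% = 20 µM radicicol positive controls; yeast relying on Plasmodium falciparum Hsp90 in place of its own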
# RTF Ca sens act = cardiac RTF calcium sensitization; P19429+P45379; IANBD-labeled TnC RTF fluorescence at EC20 calcium; 0% EC20 calcium, 100% full calcium; activation, % at 7.2 µM; actives 0.24% (n = 340,000);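 active = activation above the mean over all tested compounds plus 3 SD, cut at about 30% in these data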;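 note: rise in fluorescence read as greater calcium sensitivity of cardiac thin filaments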
# Mot1-301 SUMO = SUMOylation pathway inhibition by Mot1-301 growth rescue; S. cerevisiae Mot1-301 growth rescue, ATP luminescence, 38.5C; percent above DMSO median, 100 means doubled; growth rescue, % at 18.8 µM; actives 1% (n = 320,000);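 active = every valid replicate shows activation above 250% relative to neutral control wells; inactive = the rest, any valid replicate at or below 250%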;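 note: OY570 slx delta 5 strain wells were the positive control but not used for scaling; some compounds called inactive have numbers as strong as hits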
# C-LANA FP = KSHV C-LANA DNA binding inhibition. MBP-C-LANA/FAM-LBS DNA binding, fluorescence polarization. inhibition, % at 9 µM. actives 0.078% (n = 340,000);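 active = highest replicate inhibition at or above 60% at 9 µM, even if other replicates fall short; inactive = all replicates below 60% inhibition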;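 note: 0% = neutral control wells and 100% = 4 µM acridine orange control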
# Keap1 Nrf2 FP = disrupts human Keap1 binding to Nrf2 peptide | Q14145 | Keap1 Kelch-Nrf2 peptide fluorescence polarization, 1536-well | inhibition, % at 9.4 µM | actives 0.15% (n = 340,000); in the data active = inhibition above about 12%;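 note: human Keap1 Kelch domain with fluorescein labeled Nrf2 9mer peptide probe; 0% = neutral control wells and 100% = peptide positive control; higher means more block of Keap1 binding to Nrf2 peptide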
# Target sequence (Q14145 whole entry, looked up, the tested form may be a part): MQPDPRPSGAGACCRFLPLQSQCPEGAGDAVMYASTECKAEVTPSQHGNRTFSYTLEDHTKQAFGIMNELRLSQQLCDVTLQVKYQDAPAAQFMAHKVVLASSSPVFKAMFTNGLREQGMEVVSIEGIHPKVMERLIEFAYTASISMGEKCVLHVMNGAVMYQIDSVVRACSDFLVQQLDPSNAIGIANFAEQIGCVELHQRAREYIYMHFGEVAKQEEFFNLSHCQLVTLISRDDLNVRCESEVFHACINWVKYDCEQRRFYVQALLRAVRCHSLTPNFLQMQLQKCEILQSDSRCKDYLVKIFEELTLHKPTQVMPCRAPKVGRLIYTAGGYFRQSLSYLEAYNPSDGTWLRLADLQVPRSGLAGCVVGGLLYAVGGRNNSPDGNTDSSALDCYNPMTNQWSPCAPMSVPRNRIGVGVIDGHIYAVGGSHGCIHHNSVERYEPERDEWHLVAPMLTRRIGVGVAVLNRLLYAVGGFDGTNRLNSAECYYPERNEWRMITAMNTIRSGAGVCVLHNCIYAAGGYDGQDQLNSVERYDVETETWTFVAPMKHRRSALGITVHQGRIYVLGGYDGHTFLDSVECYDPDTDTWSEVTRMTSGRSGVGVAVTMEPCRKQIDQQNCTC
# CDK5 inh = CDK5/p35 (human) kinase inhibition | Q00535+Q15078 | actives 0.01% (n = 330,000) | Recombinant CDK5/p35, ADP-Glo luminescence, 60 min | inhibition, % at 10 µM;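 active = highest replicate inhibition of at least 50% and at least 75% of replicates reaching 50%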;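 note: plate controls were DMSO neutral control for no effect and GW8510 at 10 µM for full effect; many of its hits are not listed in these tables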
# Starred values were filed as active, the others as inactive; nt = no result given; & = joins results of further samples. A portion of the library. The share of hits here may be higher or lower than overall.
SMILES,dFosB activator,PvdQ acylase,NSD2 HMT inh,Rtt109 HAT inh,RTF Ca sens inh,PfHsp90 set2,RTF Ca sens act,Mot1-301 SUMO,C-LANA FP,Keap1 Nrf2 FP,CDK5 inh
COC/C=C1\CN2C3C[C@@H]1[C@H]1COC4=Nc5cc(OC)c(OC)c(OC)c5[C@@]43C[C@@H]12,-1,-6,nt,0,1,3,1,9,2.2,-5,0.2
CCCCn1c(O)c(C(C)=NCC2CCCO2)c(=O)[nH]c1=O (stereo unspecified),3,-2,0,-10,-2,13,-1,0,1.4,-4,-2.6
O=C(NC1CCCCC1)N1C[C@H]2C[C@@H](C1)c1cccc(=O)n1C2,-3,2,-3,22,-5,2,3,-10,-1.8,5,0.1
Cc1ccccc1-n1c(O)c(C=NCCN2CCOCC2)c(=O)[nH]c1=O,-1,3,0,1,-10,7,-1,7,0.8,-4,0.6
Cc1ccccc1CN1CCNCC1,-7,-13,-1,nt,-12,-52,5,5,0.2,-4,-0.6
CC(=O)OC(C)(C)/C=C/C(=O)[C@](C)(O)C1[C@H](O)C[C@@]2(C)C3CC=C4C(C[C@H](O)C(=O)C4(C)C)[C@]3(C)C(=O)C[C@]12C (stereo partly specified),-3,7,nt,0,4,18,-8,5,1.3,-58,0.5
CC1(C)CC(=O)C(C=NCCN2CCN(C(=O)Cc3ccc(Cl)cc3)CC2)=C(O)C1,-13,-4,-1,-3,-1,6,-5,98,1.1,4,0.0
Fc1ccc(C2=CCN(C(c3ccc(Cl)cc3)c3nnnn3Cc3ccccc3)CC2)cc1 (stereo unspecified),-4,-8,4,-3,0,-2,-1,27,-2.1,1,0.0
Nc1ccc(-c2ccccc2)cc1,4,-15,0,-5,-6,-5,0,nt,-1.7,-3,-0.1
COc1ccc(CN2CCN(Cc3ccccc3OC)CC2)cc1,-5,-13,1,7,-7,-1,-1,5,-2.3,-2,0.8
Cc1ccc(-n2c(C)nc3ccccc3c2=O)cc1C,1,-16,-1,nt,-2,4,6,-17,0.7,4,-0.1
C=CCN1C(=O)NC(=O)/C(=C/C=C/c2ccccc2)C1=O,-12,-13,nt,8,-9,5,-2,nt,-2.7,-5,1.8
Cc1cc(OC(=O)CCNC(=O)OC(C)(C)C)c2c3c(c(=O)oc2c1)CCC3,-30,-10,0,0,-8,nt,5,118,-1.5,-7,0.2
CCC(=NCCc1c[nH]c2ccccc12)c1c(O)n(-c2ccc(C)cc2)c(=O)[nH]c1=O,-8,3,2,2,4,-10,5,223,-1.7,-2,0.1
COc1ccc(-c2cc(C(F)(F)F)n3nc(C(=O)N4CCC5(CC4)OCCO5)cc3n2)cc1OC,-10,-14,-11,0,-5,nt,-2,-2,1.5,-6,-2.5
O=C(O)Cn1cc(/C=C2\C(=O)NC(=O)N(c3ccc(Cl)cc3)C2=O)c2ccccc21,-6,-10,16,nt,-15,-20,4,-3,-1.2,-14,-0.6
c1cncc(CNC2=NCCCCC2)c1,-2,-7,-1,-4,-4,-11,-4,2,2.5,0,-0.5
O=C(CCCN1CCC(n2c(=O)[nH]c3ccccc32)CC1)c1ccc(F)cc1,-2,-8,nt,-1,-7,-7,4,-3,-3.7,-5,-2.3
CCc1ccc(CNCCc2ccccc2F)cc1,-10,5,-1,17,9,13,1,-20,0.4,-4,-1.3
CC(=NCc1ccc2c(c1)OCO2)c1c(O)[nH]c(=O)[nH]c1=O,-13,-23,2,-7,-9,-1,-7,-27,1.0,0,-0.1
CN1C(=O)C(Cc2ccsc2)C(=O)N(C)C1=O,-8,4,14,30,-4,-6,7,5,-2.6,-3,-1.2
COP(=O)(NS(=O)(=O)c1ccccc1)OC,3,-16,2,-12,-6,13,1,-19,-0.8,0,-1.7
O=C1NC(=O)N(Cc2ccc(F)cc2)C(=O)/C1=C\C=C\c1ccco1,-12,-6,49,-2,-21,21,8,nt,-3.9,-12,1.1
COc1ccc(C(=O)CC2(CC(=O)c3ccc(OC)cc3)C(=O)N(C)C(=O)N(C)C2=O)cc1,-1,-18,-4,-1,-5,16,1,-10,2.2,-3,-0.6
CCCCn1c(N)c(C(=O)NCCN2CCOCC2)c2nc3ccccc3nc21,-15,-6,-18,-168,2,2,5,-4,-1.4,-3,0.6
CC1([N+](=O)[O-])COP(=O)(NC2CC2)OC1 (stereo unspecified),6,-5,-1,-4,4,5,-9,nt,-14,1,-1.0
Cn1c(C(=O)N2CCC(C(=O)N3CCC4(CC3)OCCO4)CC2)cc2sccc21,-5,2,4,4,-2,-1,1,-17,-1.3,-4,-1.7
NCCc1ccc(O)cc1,3,7,nt,10,-7,-2,-3,-5,-3.1,0,-0.9
c1ccc(-n2ccnc2)cc1,5,-12,nt,1,0,4,-3,-5,1.3,-5,-1.2
c1ccc2c(c1)OCC(C1=NCCN1)O2 (stereo unspecified),-2,2,nt,2,15,14,2,-3&-21,-0.6,-4,-0.7
CC[C@]12C=CCN3CCC4(c5cc(Br)c(OC)cc5N(C)C4[C@@](O)(C(=O)OC)[C@@H]1OC(C)=O)C32 (stereo partly specified),-9,-14&4,0,-5&-6,-1,-33,2,-17,0.4,0,0.1
CCS(=O)(=O)Nc1cccc(C(=C2CCCCC2)c2cnc[nH]2)c1,-5,-13,nt,1,11,3,1,-3,-3.2,-2,-1.2
N[C@@H]1C[C@H]1c1ccccc1,6,-7,nt,-3,9,0,0,3,-1.1,-2,-0.6
O=C(COC(=O)c1ccccc1)Nc1ccc(Cl)cc1C(=O)c1ccccc1,-13,-22,10,-2,-13,-9,-3,-2,-0.2,-2,0.4
Cc1cc(OC(C)C(=O)N[C@H](C(=O)O)c2ccccc2)c2c3c(c(=O)oc2c1)CCC3 (stereo partly specified),-5,-18,nt,3,0,0,10,-9,-1.1,-1,-1.0
CCOC(=O)C1CN(C)CCC1=O (stereo unspecified),6,-10,3,-5,-2,16,-3,-11,0.7,-2,-0.2
O=C(Cn1cnc2sc3c(c2c1=O)CCCC3)NCCCC(=O)N1CCC2(CC1)OCCO2,-2,11,nt,8,5,34,-6,-12,-0.6,-3,4.5
O=C1c2ccccc2C2(c3ccc(Cl)cc3)NCCN12 (stereo unspecified),-1,-20,2,-11,-8,-22,6,-29,-2.4,1,0.7
Cc1ccsc1C(=O)C1CCCN(Cc2cccc(-n3cccn3)c2)C1 (stereo unspecified),-9,-7,3,3,-16,-7,3,6,-0.1,-6,0.8
O=C1c2ccccc2-c2cccc3cccc1c23,-2,-5,nt,-10,0,-5,13,nt,16,4,-0.8
O=C1NC(=O)N(c2ccccc2F)C(=O)/C1=C/c1ccc(Oc2ccc([N+](=O)[O-])cn2)cc1,2,-5,nt,7,16,5,-7,11,-0.3,-1,0.2
Cc1ccc2c(c1)C1CN(C)CCC1N2S(=O)(=O)c1ccccc1 (stereo unspecified),-7,-17,2,5,0,8,4,60,0.6,-2,2.2
CC(Cc1ccccc1)NC(=O)/C=C/C(=O)O (stereo unspecified),2,-11,-1,nt,12,0,-5,-28,1.0,0,2.5
CCCC[N+]12CCC(CC1)C(C(O)(c1ccccc1)c1ccccc1)C2 (stereo unspecified),2,6,nt,-10,5,-2,9,-3,-0.4,-1,0.3
O=C1NC2C(=CC(O)C(O)C2O)c2cc3c(cc21)OCO3 (stereo unspecified),7,-17,nt,-4,-16,-8,1,nt,2.2,-5,-0.1
C=CCn1c(O)c(C(C)=Nc2ccc(C(=O)O)cc2)c(=O)[nH]c1=O,-3,-11,2,0,-7,-8,3,54,0.4,0,-2.4
O=C1CN(O)C(c2ccccc2)=c2cc(Cl)ccc2=N1,-1,-5,-2,0,0,11,-7,-1,-1.6,0,-2.0
Fc1ccccc1CNCCc1c[nH]c2ccccc12,-7,-16,5,-5,-13,13,11,0,-2.8,-1,-0.6
COC(=O)C1=C(c2ccc(F)cc2OCc2ccccc2)C[C@@H]2CC[C@H]1N2C(=O)NCCc1ccc(F)cc1,-1,8,nt,2,3,-15,-3,14,-0.1,3,-0.4
CCOc1ccc(N2C(=O)/C(=C/c3ccco3)C(=O)NC2=S)cc1,-17,6,nt,-1,56*,12,-40,-7,20,-2,3.5
CC(C)C/C(=N/O)c1cn(C)c2ccccc12,-6,-16,2,-3,-20,41,2,nt,-0.2,-3,0.7
O=C1NC(=O)N(CCNc2ncc(C(F)(F)F)cc2Cl)C(=O)C1/C=N/OCc1c(F)cccc1Cl (stereo unspecified),2,-13,-4,-5,-4,-39,-2,-9,1.1,-5,0.5
CN1Cc2cnnn2-c2ccccc2C1C#N (stereo unspecified),1,-3,nt,-1,1,5,-4,nt,-1.2,-7,0.4
CC1(C)CC[C@]2(C)CC[C@]3(C)C4C[C@@H]5OO[C@@]6(O5)C(CCCC6(C)C)[C@]4(C)CC[C@@]3(C)C2C1 (stereo partly specified),-5,6,nt,4,-7,-9,6,-4,0.1,-2,0.7
C[C@]12C[C@@H](O)[C@H](O)CC1=CCC1C2CC[C@]2(C)C(=O)CCC12 (stereo partly specified),9,14,-3,1,3,3,-1,-3,nt,nt,-0.3
N=c1c[n+](C2CCCCC2)[n-]o1,-6,0,-4,1,8,-4,-2,484*,-0.2,5,1.1
O=C(N=Nc1c(O)[nH]c(=O)[nH]c1=O)C1COc2cc3ccccc3cc2O1 (stereo unspecified),-11,10,9,-3,nt,-21,nt,4,0.4,-6,-3.0
COC(=O)C1=C(c2ccc(OC(F)(F)F)cc2)C[C@@H]2CC[C@H]1N2C(=O)NCCOc1ccccc1Cl,6,-2,nt,5,-13,-21,-5,31,-1.5,-2,-0.8
Cc1ccc(N=C(N(C)C)P(=O)(N(C)C)N(C)C)cc1,4,-4,0,0,0,18,-5,296,0.4,1,0.6
O=P(Oc1ccc(-c2ccccc2)cc1)(N1CC1)N1CC1,-1,-6,-2,6,-5,-9,-2,nt,1.8,-2,-1.1
CC1=CC2OC3CC4OC(=O)C=CC=CC(C(C)O)OCC(O)C(C)CC(=O)OCC2(CC1O)C4(C)C31CO1 (stereo unspecified),-10,-18,-2,1,-5,-12,-7,nt,0.0,-2,1.5
O=C1NC(=O)C(CCc2ccncc2)(Cc2ccc3c(c2)OCO3)C(=O)N1CCc1ccccc1 (stereo unspecified),-4,23,2,nt,2,nt,2,-19,-1.7,-3,-0.6
O=C(O)c1ccccc1-c1ccc(C=C2C(=O)N(c3ccccc3)C(=S)N(c3ccccc3)C2=O)o1,-10,-15,11,-4,-14,-3,2,-5,8.1,-9,-8.0

# Single entries from above.
# C-LANA FP result of CN1Cc2cnnn2-c2ccccc2C1C#N (stereo unspecified) reads -1.2
# dFosB activator result of N=c1c[n+](C2CCCCC2)[n-]o1 reads -6

# Screens as filed in PubChem BioAssay.
